ABCB6 inh MLPCN – blocks the human ABCB6 transporter. Q9NP58. K562-ABCB6 porphyrin accumulation, flow cytometry, 1 h; stronger effect = lower value. fluorescence ratio to DMSO, % at 10 µM. hit rate 0.19% among 360,000. AID 602162;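 active means fluorescence ratio to DMSO below 75%, the collection mean minus 3 SD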;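 further: signal is porphyrin accumulated inside mitochondria; 100% equals median channel fluorescence of DMSO control wells; lower ratio means ABCB6 inhibition with less porphyrin fluorescence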
HTR2A ag – activates the mouse 5-HT2A serotonin receptor; activation, % at 7.6 µM; P35363; hit rate 0.66% among 360,000; CHO-K1 mHTR2A beta-arrestin complementation, luminescence; percent of 30 µM serotonin response;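 active means activation above a run cutoff, the mean activation of all tested compounds plus 3 SD, cut at about 14% in these data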;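 further: 0% = plate median of compound wells and 100% = 30 µM serotonin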
Target sequence (P35363 whole entry, looked up): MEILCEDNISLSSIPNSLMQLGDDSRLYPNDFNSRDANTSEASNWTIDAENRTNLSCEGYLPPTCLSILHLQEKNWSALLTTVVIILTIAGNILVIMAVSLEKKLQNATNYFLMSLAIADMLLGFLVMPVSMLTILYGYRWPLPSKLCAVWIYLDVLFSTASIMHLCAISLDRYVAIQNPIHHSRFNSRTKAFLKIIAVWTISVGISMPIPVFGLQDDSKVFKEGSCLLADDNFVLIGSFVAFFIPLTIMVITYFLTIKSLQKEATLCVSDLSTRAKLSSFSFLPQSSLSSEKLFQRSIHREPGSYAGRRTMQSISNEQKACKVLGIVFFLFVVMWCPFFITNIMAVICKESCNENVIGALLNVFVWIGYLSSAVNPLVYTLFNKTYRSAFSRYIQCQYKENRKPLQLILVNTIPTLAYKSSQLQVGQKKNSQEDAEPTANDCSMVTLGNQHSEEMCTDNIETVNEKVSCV
hiPSC survival – enhancers of human iPSC single-cell survival. hiPSC single-cell survival, ATPlite luminescence; 100% = ROCK inhibitor wells, 0% = DMSO. survival enhancement, % at 20 µM. hit rate 0.044% among 360,000; in the data active means survival enhancement above about 18%;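 further: cells exposed to compounds for 16 hours before the ATP read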
Exocytosis inh – blocks lytic granule exocytosis; TALL-104 LAMP-1 surface exposure, flow cytometry; cells stimulated with thapsigargin and PMA; inhibition, % at 10 µM; hit rate 0.66% among 360,000; AID 651702;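 active means inhibition above about 55%, limit read from the data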
ABHD5-PLIN5 inh – inhibitors of human ABHD5-perilipin-5 interaction; Q00G26+Q8WTS1; Split G. princeps luciferase complementation, luminescence, 4 h; inhibition, % at 4 µM; hit rate 0.78% among 360,000; AID 602281;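 active means inhibition above the mean inhibition across every tested compound plus 3 SD, cut at about 22% in these data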;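 further: 0% = DMSO only wells and the 100% control is not disclosed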
Glyco luc inh – N-linked glycosylation inhibition; D54 ERlucT glycosylation luciferase reporter, 24 h; percent of 100 nM tunicamycin response; reporter increase, % at 12.5 µM; hit rate 0.23% among 360,000; AID 588692;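 active means mean luciferase reporter signal, scaled so untreated is 0 and the glycosylation-blocking control 100, at or above a set limit in every replicate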;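 further: luciferase carries N-glycosylation sites so blocking glycosylation raises the light; 0% = median of neutral control wells and 100% = median of 100 nM tunicamycin wells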
MC4R ag barr – agonists of human melanocortin 4 receptor (MC4R) beta-arrestin. U2OS MC4R beta-arrestin complementation, luminescence; percent of melanotan II response, DMSO zero. P32245. AID 540308. hit rate 0.98% among 360,000. activation, % at 8.9 µM;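 active means activation above a per-plate cutoff, the mean activation of sample wells on that plate plus 3 SD, cut at about 8% in these data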
Target sequence (P32245 whole entry, looked up): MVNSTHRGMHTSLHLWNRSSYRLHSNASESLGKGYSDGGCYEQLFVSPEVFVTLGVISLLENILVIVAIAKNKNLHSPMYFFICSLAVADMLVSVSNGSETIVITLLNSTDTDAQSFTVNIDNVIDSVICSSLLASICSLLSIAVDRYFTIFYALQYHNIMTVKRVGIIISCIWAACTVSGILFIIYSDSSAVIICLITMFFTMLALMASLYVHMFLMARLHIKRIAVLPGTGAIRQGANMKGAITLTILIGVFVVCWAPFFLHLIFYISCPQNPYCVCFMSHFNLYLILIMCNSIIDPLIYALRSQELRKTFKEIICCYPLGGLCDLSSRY
H9c2 protect – protects H9c2 cardiomyocytes from peroxide injury; H2O2 injury protection, ATPLite, 2 h; AID 588492; hit rate 0.63% among 360,000; protection from H2O2 cell death, % at 20 µM;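 active means compounds giving at least 50% protection of heart cells from peroxide-induced death in the single-dose screen, raw or plate-pattern-corrected value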;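 further: 0% = DMSO wells with peroxide and 100% = DMSO wells without peroxide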
aDG glyco up – alpha-DG glycosylation activation. hit rate 0.22% among 360,000. activation, % at 10 µM. AID 624168. Pro5-aDG cells, alpha-DG glycosylation AlphaScreen (IIH6); 0% Pro5, 100% B10-LARGE cell signal;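 active means activation of at least 8% versus controls, or a plate z-score of at least 8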;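 further: Pro5 are CHO cells carrying HIG-tagged alpha-DG that lacks glycosylation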
MC4R antag cAMP – antagonists of human melanocortin 4 receptor (MC4R); P32245; MC4R-expressing cells, MTII-stimulated cAMP, LANCE TR-FRET; hit rate 0.48% among 360,000; inhibition, % at 6.5 µM;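 active means inhibition above its plate's cutoff, the mean of tested wells on that plate plus 3 SD, cut at about 29% in these data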;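 further: 0% = Melanotan II alone and 100% = Melanotan II plus saturating MCL0020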
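Material: U2OS-MC4R stable cell line | Reagent: Melanotan II challenge after compound preincubation | Doses: One concentration, 6.5 µM nominal | Incubation: 30-min compound preincubation, 1-h Melanotan II challenge, 1-h detection, room temperature | Signal: TR-FRET cAMP assay | Replicates: One well per compound, no replicates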
* marks the source's active call; other numbers are inactive results; x = no result given.

SMILES	ABCB6 inh MLPCN	HTR2A ag	hiPSC survival	Exocytosis inh	ABHD5-PLIN5 inh	Glyco luc inh	MC4R ag barr	H9c2 protect	aDG glyco up	MC4R antag cAMP
Cn1c(SCC(=O)N2CCCC2)nnc1-c1cnccn1	99	4	3.0	5	2	1	-3.2	7	-0.2	11
CCc1cc(=O)oc2c3c(cc(OCC(=O)NCCN4CCOCC4)c12)OC(C)(C)CC3	93	6	-0.9	3	8	5	0.8	1	-0.3	10
Cc1ccc2c([N+](=O)[O-])cccc2n1	102	-1	1.9	-1	-1	1	1.3	0	-0.1	1
NC(=O)c1sc2nnc(-c3ccccc3)c(-c3ccccc3)c2c1N	99	-3	0.4	-6	-5	-2	-1.4	15	0.1	-8
Cc1ccc(-n2c(C)cc(C3=NNC(=NC4CC4)SC3)c2C)cc1C	103	-3	-0.5	1	-3	-16	-0.7	-29	0.8	3
CCOC(=O)c1c(C)sc2c1N(C(=O)CN1CCOCC1)c1cc(Cl)ccc1S2	101	3	2.4	3	7	-3	-0.6	-11	0.0	6
CC(C)(C)C1CCC(OCC(O)CN2CCN(c3ccccc3)CC2)CC1 (stereo not drawn)	98	12	-3.1	-1	-12	-1	5.5	-12	0.1	9
C[C@@H]1CN([C@@H](C)CO)C(=O)c2cccc(NC(=O)C3CCCCC3)c2O[C@@H]1CN(C)Cc1ccc(Cl)c(Cl)c1	94	1	-2.5	8	9	-5	-0.6	0	0.4	0
COc1cc(C(=O)NCC2CCCCC2)ccc1OCc1c(C)noc1C	95	3	-0.2	0	-7	2	-1.6	-3	0.0	9
CCn1ccnc1CN(C)Cc1cn(C)nc1-c1ccccc1F	105	-1	0.8	1	-4	0	-1.5	12	-0.3	-4
Cc1nc2c(=O)[nH]n(C)c2nc1C	95	0	-3.0	-6	3	1	-1.0	1	-0.2	13
NS(=O)(=O)c1ccc(N/C=C/C(=O)c2ccc(Br)cc2)cc1	96	-4	6.8	7	1	-3	-2.3	-3	0.2	15
COc1ccc(C[C@H]2CN3C(=NC[C@@H]3C)N2CCNC(=O)CCC2CCCCC2)cc1	93	-7	-1.4	-1	0	-3	-0.1	-6	-0.1	0
C[C@H](OC(=O)n1ccnc1)[C@@H]1O[C@@]2(C)CCC[C@@H]1O2	98	0	-1.4	2	9	-1	0.7	13	0.1	11
CCN(CC)c1ccc(C=NNc2ccc([N+](=O)[O-])cn2)cc1	345	2	0.9	-3	-1	-1	3.9	-12	-0.3	-5
COCCCNC(=O)Cn1ncc2c(=O)oc3ccccc3c21	89	1	-0.9	0	6	0	-2.4	13	2.5	10
CCCn1nnc(NC(=O)COc2ccc(Cl)cc2)n1	88	0	-1.3	1	2	2	-0.6	6	0.2	-4
COc1ccc(OC)c(NC(=O)Nc2nc(C(N)C(C)C)cs2)c1 (stereo not drawn)	91	-3	-0.7	2	7	0	-0.3	31	0.2	-2
COc1ccc(-c2noc(CCC(=O)N3CCC(C)CC3)n2)cc1	98	-6	5.8	0	-1	0	-3.1	-7	0.0	5
O=C1/C(=C/c2cccc(Br)c2)SC(=S)N1CCC(=O)N(CCO)c1ccccc1	97	1	-0.5	-1	1	-1	2.1	7	0.1	4
Cc1ccc(CN2CC(C(=O)NNC(=O)c3ccc(F)cc3)CC2=O)cc1 (stereo not drawn)	96	-6	1.4	6	1	3	-1.4	2	0.2	-4
Cc1ccc(-c2csc(N3CCN(S(=O)(=O)c4ccc5c(c4)NC(=O)CO5)CC3)n2)cc1	100	-5	-0.3	-2	-4	1	-0.9	-15	0.5	12
COc1ccc(Nc2nc(NCc3ccco3)nc(N/N=C/c3ccccc3Cl)n2)cc1	94	-11	-0.8	-5	-3	0	-2.0	-3	-0.5	5
COc1ccc(NC(=O)Cn2nnc(C(=O)NCCc3ccc(OC)c(OC)c3)c2N)c(OC)c1	118	5	-1.5	-2	3	0	-0.7	7	0.1	8
CC(=O)N1CCC(=NNc2ccc(S(=O)(=O)N3CCOCC3)cc2[N+](=O)[O-])CC1	86	0	2.1	-1	-7	3	-2.1	1	0.1	1
O=S(=O)(CCN1CCN(c2ccccn2)CC1)c1ccc(Cl)cc1Cl	101	-1	-0.5	-1	4	1	-3.1	-2	0.0	-1
CC(C)(C)c1ccc(Cn2nnc3c(=O)[nH]c(C4CCCN(C(=O)c5cccs5)C4)nc32)cc1 (stereo not drawn)	96	-14	2.0	37	3	2	1.2	6	-0.2	-4
CC(=O)Nc1cnn(Cc2ccc(Br)cc2)c1	94	-2	-0.8	-1	-2	1	-0.9	2	0.0	4
CCOc1cccc(OCCOCCNC(C)(C)C)c1	99	-2	0.8	1	0	2	0.4	2	0.0	0
Cc1nc2ccccn2c1C(=O)NNC(=S)Nc1ccccc1	104	-5	-0.7	-6	-7	1	0.2	8	0.2	-4
CNC(=O)Oc1ccc2c(c1)[C@]1(C)CCN(C)C1N2C (stereo partly drawn)	93	-2	1.6	7	0	-1	-0.9	18	0.1	2
COc1ccc(-n2c(-c3ccco3)nc3c(cnn3-c3ccccc3C)c2=O)cc1	97	0	0.1	4	0	1	-2.5	1	0.0	0
CCOc1ccc(-n2c(Cc3cc(=O)[nH]c(=O)[nH]3)nnc2SCc2cccnc2)cc1	101	1	2.7	5	18	2	0.1	6	0.4	7
CCN1CCN(c2nc3c(C)cccn3c(=O)c2/C=C(\C#N)S(=O)(=O)c2ccc(Cl)cc2)CC1	113	-4	5.1	1	10	0	-0.2	4	0.0	3
C=CCOC(=O)C1=C(C)NC(SCC(N)=O)=C(C#N)C1c1ccc(C)cc1 (stereo not drawn)	102	-1	-0.1	8	-10	-2	-0.5	1	-0.1	-8
CC(C)(Oc1ccc(Cl)cc1)C(=O)Nc1ccc2oc(=O)ccc2c1	95	0	0.0	6	1	-1	0.4	5	0.3	2
Cc1ccc(/C=c2/sc3nnc(-c4ccccc4Cl)n3c2=O)o1	101	0	2.9	7	10	8	-2.0	4	-0.4	7
c1cnc2ccc(-n3ccnc3)cc2c1	99	-2	4.8	2	-2	-6	x	-4	0.0	x
O=C(Cn1c(=O)oc2cc(S(=O)(=O)N3CCCCCC3)ccc21)NC1CCCCCCC1	98	-2	1.7	10	3	-2	0.3	-20	0.1	3
Cc1ccc(O)c(NC(=O)c2ccc3c(c2)C(=O)N(Cc2ccco2)C3=O)c1	97	-4	-0.5	-6	10	2	1.6	-1	4.4	8
COc1ccc(CNC(=O)CC2(CC(=O)O)CCCCC2)cc1	105	-1	0.5	6	-4	2	-0.1	11	0.1	10
Cc1nc2c(-c3ccc(Cl)cc3)cnn2c2c1CCC2	110	4	-0.9	1	-3	-4	0.8	-1	-0.3	-2
C[N+](C)(CCCCCC[N+](C)(C)CCCN1C(=O)c2cccc3cccc(c23)C1=O)CCCN1C(=O)c2cccc3cccc(c23)C1=O	95	6	0.4	3	12	4	-0.6	12	0.0	7
CN(Cc1ccccc1)C(=O)C1CCC(CNS(=O)(=O)c2cccc3cccnc23)CC1 (stereo not drawn)	97	-3	-0.6	-1	3	-4	-1.9	1	0.1	7
NS(=O)(=O)c1ccc(Nc2nc(-c3ccccc3)cs2)cc1	102	-3	-0.5	3	2	5	-2.4	-6	0.0	11
O=C(NCc1ccc(OC(F)(F)F)cc1)C1CC(c2ccc(C(F)(F)F)cc2)=NO1 (stereo not drawn)	100	6	-0.8	6	-5	20	5.2	-9	0.1	5
Cc1occc1-c1nnc(SCC(=O)NCC2CCCO2)n1C (stereo not drawn)	86	1	0.8	0	1	1	-1.4	-2	-0.2	-3
C=C[C@]1(C)C=C2C(=O)C[C@H]3C(C)(C)CCC[C@]3(C(=O)O)[C@@]2(O)CC1	103	-5	3.1	-2	1	6	x	4	0.2	x
COc1ccccc1NC(=O)c1cnc(SCC(=O)NCCc2ccccc2)n(C)c1=O	93	6	0.2	5	-5	7	-0.4	-6	0.6	-2
COc1ccc(OC)c(NC(=O)C2(C)CCN2Cc2ccc(OC)c3ccccc23)c1 (stereo not drawn)	94	5	3.8	4	1	-2	1.4	-2	1.0	2
O=c1c2ccccc2ncn1CCOCCOc1cccc(Br)c1	98	6	0.9	-5	-6	-1	-1.3	1	0.1	3
Cc1[nH]nc(C(F)(F)F)c1N=NN1CCOCC1	99	-2	-3.8	8	50*	-1	-1.5	4	-0.3	-2
O=C(CCNC(=O)c1ccc(Cl)cc1)NCc1ccccc1Cl	93	-2	-0.1	-4	-4	1	-3.6	-4	0.0	14
O=C(O)C1(O)C[C@@H](O)C(O)[C@H](O)C1 (stereo partly drawn)	90	1	9.3	2	4	2	-1.0	-1	0.0	2
O=C(NNc1c2ccccc2nc2ccccc12)c1ccc(Cl)cc1	94	-4	0.0	15	-4	-3	-0.9	0	-0.4	33*
COc1ccc(CN2CCN(C(=O)c3cccc4ccccc34)CC2)c(OC)c1OC	94	-8	0.0	2	-2	0	-0.9	3	0.0	3
CCOc1ccc(N(CC(=O)OC)S(=O)(=O)c2ccc(OC)c(OC)c2)cc1	102	-2	1.4	-3	-6	0	-0.8	6	0.0	-3
COc1ccc(C(=O)N/C(=C/c2cccs2)C(=O)NN)cc1OC	115	-3	0.7	-3	-3	1	1.3	-1	-0.1	8
O=C(COC(=O)Cn1nnc2ccccc21)NC1CCCC1	86	-3	-0.6	-10	-1	-2	-0.5	13	-0.2	14
CCc1ccccc1NC(=O)c1ccc(S(=O)(=O)NCC2CCCO2)cc1 (stereo not drawn)	91	0	-0.1	-6	-10	-1	1.0	2	-0.2	-2
Remaining list, next part:
SMILES	ABCB6 inh MLPCN	HTR2A ag	hiPSC survival	Exocytosis inh	ABHD5-PLIN5 inh	Glyco luc inh	MC4R ag barr	H9c2 protect	aDG glyco up	MC4R antag cAMP
CSc1ccc(-c2nc(O)c3cnccn23)cc1	104	4	-0.5	10	2	2	-2.2	3	-0.1	-33
Cc1cc(C)c(S(=O)(=O)c2cccc(Cl)c2)c(=O)[nH]1	92	2	-0.6	-1	-7	3	0.0	4	0.0	14
CCOC(=O)C1=C(C)N=c2s/c(=C/c3ccc(OCC(=O)O)cc3)c(=O)n2C1c1ccc(F)cc1 (stereo not drawn)	103	4	-0.6	-10	-12	4	-0.1	10	0.0	30*
CC(OC(=O)/C=C/c1ccccc1)C(=O)NC1CCCCC1C (stereo not drawn)	99	-1	-2.4	-7	3	-3	1.2	4	-0.1	6
COc1cc(C(=O)NCc2cn3ccsc3n2)cc(OC)c1OC	103	1	2.3	0	5	6	-1.1	21	-0.3	6

Profiles as entered above. Values in the order: ABCB6 inh MLPCN | HTR2A ag | hiPSC survival | Exocytosis inh | ABHD5-PLIN5 inh | Glyco luc inh | MC4R ag barr | H9c2 protect | aDG glyco up | MC4R antag cAMP
`CCOC(=O)C1=C(C)N=c2s/c(=C/c3ccc(OCC(=O)O)cc3)c(=O)n2C1c1ccc(F)cc1` (stereo not drawn) across the screens: 103 | 4 | -0.6 | -10 | -12 | 4 | -0.1 | 10 | 0.0 | 30*
`CC(OC(=O)/C=C/c1ccccc1)C(=O)NC1CCCCC1C` (stereo not drawn) across the screens: 99 | -1 | -2.4 | -7 | 3 | -3 | 1.2 | 4 | -0.1 | 6
`COc1cc(C(=O)NCc2cn3ccsc3n2)cc(OC)c1OC` across the screens: 103 | 1 | 2.3 | 0 | 5 | 6 | -1.1 | 21 | -0.3 | 6
